Sm TGR block = blocks Schistosoma mansoni thioredoxin glutathione reductase | purified TGR, DTNB reduction, TNB absorbance 405 nm | actives 3% (n = 360,000) | AID 485364 | Q962Y6 | Potency, µM (titrated, usually from 114 µM), for the others: at the top dose activity change, negative = inhibition, usual class: inhibitors; note: potency is the fitted concentration of half-maximal effect; nearly all actives have a fitted effect of over 60% in size
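Kinetic colorimetric format: TGR-catalysed, NADPH-driven DTNB reduction monitored via TNB absorbance. Enzyme dispensed at 20 nM; compound exposure 15 min at room temperature before reaction start.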
Tb PYK inh = inhibitors of Trypanosoma brucei pyruvate kinase. Q57TT1. TbPYK enzyme, Kinase-Glo Plus ATP luminescence, 45 min. Potency, µM (highest dose often 76.8 µM), for inactives: at the top dose activity, negative = inhibition, actives largely listed as inhibitors. actives 0.12% (n = 410,000); note: potency is the fitted concentration of half-maximal effect; nearly all actives have a fitted effect of over 50% in size
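Enzyme and substrate buffer are dispensed first and compound is pin-transferred. ADP at 130 uM final then starts the reaction, which runs 45 min at room temperature. Detection reagent is added for 10 min before luminescence is imaged.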
LmPK inhibitor = LmPK (Leishmania mexicana) enzyme inhibition; Q27686; purified LmPK, Kinase-Glo ATP luminescence, 1 h; Potency, µM (series often up to 57.5 µM), for the others: at the top dose activity change, negative = inhibition, usual class: inhibitors; actives 0.37% (n = 290,000); note: potency is the fitted concentration of half-maximal effect
Target sequence (Q27686 whole entry, looked up): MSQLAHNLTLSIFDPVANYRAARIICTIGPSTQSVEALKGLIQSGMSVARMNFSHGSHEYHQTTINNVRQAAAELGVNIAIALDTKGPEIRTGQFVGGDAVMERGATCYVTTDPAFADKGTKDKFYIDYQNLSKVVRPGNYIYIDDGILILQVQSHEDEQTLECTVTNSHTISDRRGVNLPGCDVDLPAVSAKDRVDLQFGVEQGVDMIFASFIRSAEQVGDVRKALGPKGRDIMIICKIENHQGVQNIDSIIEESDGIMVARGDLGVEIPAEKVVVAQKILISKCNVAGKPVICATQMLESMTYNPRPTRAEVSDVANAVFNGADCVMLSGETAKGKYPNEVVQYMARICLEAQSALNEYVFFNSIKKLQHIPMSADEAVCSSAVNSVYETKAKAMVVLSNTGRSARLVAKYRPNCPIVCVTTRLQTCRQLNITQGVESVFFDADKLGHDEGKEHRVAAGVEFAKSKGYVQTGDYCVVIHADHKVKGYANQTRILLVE
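Screened at intermediate enzyme activity to detect both inhibitors and activators: LmPK at 0.1 nM, with a 0.5 nM enzyme column as activation reference. PEP 0.5 mM, ADP 0.1 mM; ATP detected by luminescence after 1 h.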
AmpC no deterg = blocks E. coli AmpC beta-lactamase in detergent-free assay | Potency, µM (titrated, usually from 57.1 µM), without a hit: top-dose activity change, negative = inhibition, usual class: inhibitors | AID 485341 | actives 0.52% (n = 330,000) | AmpC nitrocefin hydrolysis, absorbance 480 nm, 0.0001% Triton;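 note: potency is the fitted concentration of half-maximal effect; plate controls were no compound for no effect and no enzyme for full effect; nearly all actives have a fitted effect of over 20% in size; some results filed as inactive show a strong effect at the top dose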
Target sequence (P00811 whole entry, looked up): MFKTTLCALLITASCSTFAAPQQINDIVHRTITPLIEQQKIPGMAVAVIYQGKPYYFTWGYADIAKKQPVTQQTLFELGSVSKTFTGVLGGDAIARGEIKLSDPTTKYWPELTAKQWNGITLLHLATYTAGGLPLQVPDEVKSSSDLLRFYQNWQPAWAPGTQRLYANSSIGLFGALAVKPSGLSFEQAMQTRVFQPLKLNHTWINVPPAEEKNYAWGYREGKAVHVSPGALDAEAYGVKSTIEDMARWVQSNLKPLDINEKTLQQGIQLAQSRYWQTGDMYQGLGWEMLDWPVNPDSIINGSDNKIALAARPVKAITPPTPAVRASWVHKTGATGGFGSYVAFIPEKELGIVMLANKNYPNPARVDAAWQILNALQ
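AmpC (5.3 nM in the dispensed reagent) in 20 mM phosphate pH 7.0 with 0.01% (detergent screen) or 0.0001% Triton X-100 was preincubated with compounds for 15 min at room temperature. Nitrocefin was then added from an 800 uM solution, and hydrolysis was followed at 480 nm.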
HCMV inh = blocks human cytomegalovirus replication | HFF cells, HCMV-luciferase reporter, 72 h; stronger effect = lower value | actives 4.5% (n = 410,000) | activity change, negative = inhibition, % at 57.5 µM | AID 1259415; in the data active = activity change below about -60%; inconclusive = no clear call, values can overlap the other calls; inactive = above about -39%
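Two compound doses tested in HFFs infected with HCMV-luciferase, MOI 1 PFU/cell, 72 h at 37C. Lysate luminescence read with OneGlo; data normalized against buffer-only and 10uM Salinomycin inhibitor controls.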
AmpC detergent = AmpC beta-lactamase inhibition with detergent present; actives 0.041% (n = 370,000); P00811; AID 485294; AmpC hydrolysis of nitrocefin, absorbance 480 nm, 0.01% Triton; Potency, µM (doses to about 114 µM), without a hit: top-dose activity change, negative = inhibition, hits mostly inhibitors;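 note: potency is the fitted concentration of half-maximal effect; 0% = no-compound wells and -100% = no-enzyme wells; nearly all actives have a fitted effect of over 25% in size; some results filed as inactive show a strong effect at the top dose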
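AmpC (5.3 nM in the dispensed reagent) in 20 mM phosphate pH 7.0 with 0.01% (detergent screen) or 0.0001% Triton X-100 was preincubated with compounds for 15 min at room temperature. Nitrocefin was then added from an 800 uM solution, and hydrolysis was followed at 480 nm.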
AMA1 RON2 block = inhibitors of Plasmodium falciparum AMA1-RON2 interaction; AID 720542; AlphaScreen AMA1-biotinylated RON2 peptide binding; actives 0.2% (n = 360,000); Potency, µM (top dose mostly 58.2 µM), without a hit: top-dose activity change, negative = inhibition, actives largely listed as inhibitors;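 note: potency is the fitted concentration of half-maximal effect; 0% = vehicle wells and -100% = peptide control; nearly all actives have a fitted effect of over 45% in size; some results filed as inactive show a strong effect at the top dose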
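AMA1 (3D7) with his tag at 25 nM final met compounds first, then biotinylated RON2 peptide at 25 nM; detection used donor plus acceptor beads, 10 µg/mL apiece, read by AlphaScreen after 30 min at room temperature.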
Numbers without * were called inactive; ? = inconclusive; . = no result given; [ ] = dose if it differs, or a comment. Unless noted, calls come from the whole dose curve; as a rule, active = well fitted curve in the direction sought with a large enough effect; inconclusive = small, poorly fitted or top-dose-only effect, or another doubt; inactive = no such curve, though single readings can be large; an effect the other way counts as inactive or inconclusive. Unless noted, % is set by controls: 0 for no effect and ±100 for the full control effect.

SMILES	Sm TGR block	Tb PYK inh	LmPK inhibitor	AmpC no deterg	HCMV inh	AmpC detergent	AMA1 RON2 block
CCCC(=O)NCCc1ccc(F)cc1	-9%	-13%	6%	-15%	6	10%	19%
CCN(CC)S(=O)(=O)c1ccc(OC)c(NC(=O)c2cc([N+](=O)[O-])ccc2N2CCOCC2)c1	.	5%	.	.	-38	.	0%
O=c1[nH]c(CSc2ncccn2)nc2c1cnn2-c1ccccc1	-9%	-1%	0%	-22%	62	-3%	3%
C[C@@H](CSc1ccc(Br)cc1)CN1CC[C@H](O)CCC1=O	8%	0%	.	98%[activator]	0	0%	-3%
Cc1cc(C)nc(SCC(=O)Nc2nc(-c3ccccc3)c(-c3ccccc3)o2)n1	-10%	0%	1%	47%	21	-9%	34%[activator]
COc1ccc(NC(=O)CN(C)C(=O)/C=C/c2cn(Cc3ccccc3)nc2-c2cccnc2)cc1	?	-25%	.	146%[activator]	0	-26%	-8%
Cc1ccc(S(=O)(=O)N2CCN(C3CC(=O)N(Cc4ccccc4)C3=O)CC2)cc1C (stereo not given)	-6%	3%	3%	79%[activator]	40	-16%	0%
CC(=O)N1CCN(C(=O)c2ccc(Cl)c(S(=O)(=O)N3CC(C)OC(C)C3)c2)CC1 (stereo not given)	.	5%	.	-11%	17	.	-12%
CC(NS(=O)(=O)c1ccc(Br)cc1)C(N)=O (stereo not given)	1%	-1%	-2%	-2%	34	0%	0%
CC(/C=C1\SC(=S)N(NS(=O)(=O)c2ccc(C)cc2)C1=O)=C\c1ccccc1	-19%	1%	4%	-35%	9	5%	11%
COc1cccc2cc(-c3nnc(SCC(=O)Nc4cc(C(F)(F)F)ccc4Cl)n3N)oc12	8%	-3%	-10%	-20%	-3	4%	0%
CCc1cccc(C)c1NC(=O)Nc1c(Br)cnn1C	15%	-19%	0%	-10%	.	4%	-3%
CCOc1ccc(CCNC(=O)CS(=O)Cc2nc(-c3ccc(OC)c(OC)c3)oc2C)cc1OCC (stereo not given)	50µM*	-9%	1%	193%[activator]	-4	-2%	-7%
Oc1ccc(/C=N/Nc2nc(N3CCCCCC3)nc(N3CCCCCC3)n2)c(O)c1	5%	-6%	2%	-32%	-89*	1%	9%
O=C(O)/C=C/C(=O)Nc1ccc(OC(F)(F)F)cc1	-13%	5%	2%	-13%	0	-5%	1%
CCCCc1nn2c(=O)cc(COC(=O)c3ccc(NC(=O)c4ccccc4Cl)cc3)nc2s1	1%	0%	.	.	-19	1%	.
OC(COc1cccc2ccccc12)CN1CCN(c2cccc(Cl)c2)CC1 (stereo not given)	1%	-4%	0%	3%	-29	3%	-25%
Cc1cnc(C(=O)N2CCCC(N3CCN(c4ccccc4C)CC3)C2)cn1 (stereo not given)	?	2%	-11%	32%	-14	3%	9%
C[C@@H]1CN([C@@H](C)CO)C(=O)CCCn2nncc2CO[C@H]1CN(C)Cc1ccc(Oc2ccccc2)cc1	.	-9%	.	.	-6	.	13%
Cn1c(C(=O)N2CCCCCC2)cc2c(=O)n(C)c3ccccc3c21	4%	2%	0%	22%	1	-1%	-16%
Cc1csc(NC(=O)CCc2nc3ccccc3s2)n1	32%	-7%	5%	-16%	38	-5%	20%
CCOC(=O)C1CCN(Cc2c(C(=O)N3CCOCC3)nc3c(C)cccn23)CC1	-4%	4%	-9%	23%	?	1%	0%
CCN(CCCNC(=O)Cn1ncc2c3ccccc3n(C)c2c1=O)Cc1ccccc1	-1%	-3%	.	.	-8	5%	.
COc1cc(Cl)c(C)cc1NC(=O)CCc1c(C)nc2c3cccnc3nn2c1C	-14%	-2%	.	.	4	8%	.
COc1ccc(OC)c(N2C(=O)C(Cl)=C(N3CCCCC3)C2=O)c1	-18%	-10%	3%	-3%	43	-15%	6%

Reprinted from the entries so far, five compounds:
SMILES	Sm TGR block	Tb PYK inh	LmPK inhibitor	AmpC no deterg	HCMV inh	AmpC detergent	AMA1 RON2 block
CCCC(=O)NCCc1ccc(F)cc1	-9%	-13%	6%	-15%	6	10%	19%
CCN(CC)S(=O)(=O)c1ccc(OC)c(NC(=O)c2cc([N+](=O)[O-])ccc2N2CCOCC2)c1	.	5%	.	.	-38	.	0%
O=c1[nH]c(CSc2ncccn2)nc2c1cnn2-c1ccccc1	-9%	-1%	0%	-22%	62	-3%	3%
C[C@@H](CSc1ccc(Br)cc1)CN1CC[C@H](O)CCC1=O	8%	0%	.	98%[activator]	0	0%	-3%
Cc1cc(C)nc(SCC(=O)Nc2nc(-c3ccccc3)c(-c3ccccc3)o2)n1	-10%	0%	1%	47%	21	-9%	34%[activator]

4 structures from above, arranged by SMILES length, ascending.
SMILES	Sm TGR block	Tb PYK inh	LmPK inhibitor	AmpC no deterg	HCMV inh	AmpC detergent	AMA1 RON2 block
C[C@@H](CSc1ccc(Br)cc1)CN1CC[C@H](O)CCC1=O	8%	0%	.	98%[activator]	0	0%	-3%
Cc1cnc(C(=O)N2CCCC(N3CCN(c4ccccc4C)CC3)C2)cn1 (stereo not given)	?	2%	-11%	32%	-14	3%	9%
CCN(CCCNC(=O)Cn1ncc2c3ccccc3n(C)c2c1=O)Cc1ccccc1	-1%	-3%	.	.	-8	5%	.
Oc1ccc(/C=N/Nc2nc(N3CCCCCC3)nc(N3CCCCCC3)n2)c(O)c1	5%	-6%	2%	-32%	-89*	1%	9%

New compounds follow.
SMILES	Sm TGR block	Tb PYK inh	LmPK inhibitor	AmpC no deterg	HCMV inh	AmpC detergent	AMA1 RON2 block
COc1ccc2oc(=N)c(C(=O)Nc3ccccc3)cc2c1	-7%	4%	-9%	-12%	165	-8%	-3%
O=C(Cn1nnc2c(sc3nc4c(c(-c5ccccc5)c32)CCC4)c1=O)c1ccccc1	-1%	4%	2%	.	-17	-3%	8%
CCOC(=O)N1CCN(S(=O)(=O)c2ccc3c(c2)C(C)C(=O)N3)CC1 (stereo not given)	-27%	4%	.	7%	-22	-10%	-5%
CC1Cc2ccccc2N1C(=O)CSc1nnnn1Cc1ccccc1 (stereo not given)	4%	1%	-5%	-27%	-9	-21%	2%
Cc1ccc(NS(=O)(=O)c2ccc(/C=C/C(=O)O)cc2)cc1Cl	22%	-2%	11%	-24%	32	-4%	6%
Cc1ccc(NC(=S)Nn2cnnc2)c(C)c1	4%	.	5%	-18%	19	-1%	.
CNC(=O)c1ccc(NC(=O)c2cc(S(=O)(=O)N(C)C)ccc2N2CCCC2)cc1	1%	-2%	.	-21%	-100*	2%	0%
Cn1c(COc2ccccc2)nnc1SCCC(=O)Nc1ccccc1	-10%	-7%	-1%	14%	4	-6%	4%
O=C(Nc1nnc([C@H]2C[C@H](O)[C@@H](CO)O2)s1)NC(c1ccccc1)c1ccccc1	.	1%	.	.	5	.	-3%
Cc1c(NS(=O)(=O)c2cccc(C(=O)OCC(=O)c3ccc(Cl)cc3)c2)c(=O)n(-c2ccccc2)n1C	.	5%	.	.	-18	.	-11%[11.6 µM]
COc1ccc(S(=O)(=O)N2CCCc3ccccc32)cc1OC	1%	10%	8%	0%	?	5%	24%
Cc1ccc2nc(SCC(=O)Nc3ccc4c(c3)OCCO4)[nH]c2c1	-19%	1%	3%	-35%	-4	?	-12%
CN1c2ccccc2C(=O)NC1c1ccc(Cl)cc1 (stereo not given)	-12%	-11%	-3%	-31%	?	-6%	-6%
COc1ccccc1CCC(=O)Nc1nc2ccccc2[nH]1	8%	-1%	1%	-27%	?	?	-6%
COc1cc(/C=N/NC(=O)CNC(=O)/C=C/c2ccco2)cc(OC)c1OC	50µM*	4%	-7%	-12%	0	-8%	-1%
Cc1ccc(S(=O)(=O)N(C)C(C)CCc2ccco2)cc1 (stereo not given)	50µM*	1%	.	-26%	-17	-4%	0%
Cc1n[nH]c(=O)c2c(NC(=O)CSc3nn(-c4ccc(F)cc4)c(=S)s3)oc(C)c12	-17%	-6%	.	-44%	-26	-17%	70%[activator]
COc1cc(OC)cc(C(=O)N[C@H](C(=O)OCC(=O)Nc2ccc3c(c2)OCO3)C(C)C)c1	.	1%	.	-24%	24	.	0%
Cc1cc(-n2c(SCC(=O)Nc3ccc(Br)cc3)nc3n[nH]c(C)c3c2=N)ccc1Cl	-4%	8%	0%	?	-75*	7%	-8%
CC(NC(=O)CSc1nc2ccccc2n1CCC#N)c1ccc(F)cc1 (stereo not given)	-8%	6%	-2%	16%	21	-3%	16%
Cc1ccc(CNC(=O)c2ccc(N3CCC4(CC3)CC(c3ccccc3)=NO4)c(N)c2)cc1	4%	2%	-3%	-38%	-29	0%	3%
COc1ccc(S(=O)(=O)N(C)C[C@H]2Oc3c(NC(=O)Nc4c(C)noc4C)cccc3C(=O)N([C@H](C)CO)C[C@@H]2C)cc1	.	1%	.	241%[activator]	-32	.	0%
CCCCN(C)Cc1c(O)ccc2c(=O)c(-c3ccccc3OC)coc12	-3%	3%	-5%	-12%	39	?	19%
CCCc1cc(=O)[nH]c(SCC(=O)Nc2sc3c(c2C(N)=O)CCCC3)n1	.	-5%	.	-39%	7	.	-10%
